rCAG binder: molecules binding r(CAG) RNA repeats; AID 651821; 370,000 compounds, 1.3% hits; r(CAG) RNA repeat, TO-PRO-1 dye displacement fluorescence; inhibition, % at 3 µM;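 active = inhibition above the plate cutoff, the mean of all test compounds on that plate plus 3 SD, cut at about 35% in these data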;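 also: 0% = DMSO alone and 100% = 100 µM mitoxantrone as full dye displacement; higher means more dye released from RNA so lower well fluorescence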
LEDGF integ inh: blocks HIV-1 LEDGF/p75-dependent DNA integration. TR-FRET IN-LEDGF/p75 DNA integration, Eu/Cy5. 370,000 compounds, 0.64% hits. AID 743269. inhibition, % at 3.7 µM;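 active = inhibition above the screen-wide mean plus 3 SD, cut at about 13% in these data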;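 also: signal is the Cy5 over europium emission ratio at 671 and 618 nm; 0% = plate median of compound wells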
Rev-erbA mod: modulates human Rev-erb alpha binding to DNA | 370,000 compounds, 0.79% hits | P20393 | AID 1259318 | activity, % at 10 µM | Rev-erbα–FITC-DNA binding, fluorescence polarization, 90 min;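 active = activity above about 14%, limit read from the data; passing the limit was not always enough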;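 also: 0% = DMSO wells with 35 nM protein and 100% = DMSO wells with 750 nM protein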
TDP2 inh: blocks human TDP2 phosphodiesterase activity. O95551. recombinant TDP2, T5PNP hydrolysis, p-nitrophenol absorbance 415 nm. inhibition, % at 12.8 µM. 370,000 compounds, 0.34% hits. AID 720702;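 active = inhibition above the mean of all tested compounds plus 3 SD, set per campaign, cut at about 25% in these data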;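 also: 0% = DMSO with enzyme and 100% = buffer with substrate but no TDP2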
Target sequence (O95551 whole entry, looked up): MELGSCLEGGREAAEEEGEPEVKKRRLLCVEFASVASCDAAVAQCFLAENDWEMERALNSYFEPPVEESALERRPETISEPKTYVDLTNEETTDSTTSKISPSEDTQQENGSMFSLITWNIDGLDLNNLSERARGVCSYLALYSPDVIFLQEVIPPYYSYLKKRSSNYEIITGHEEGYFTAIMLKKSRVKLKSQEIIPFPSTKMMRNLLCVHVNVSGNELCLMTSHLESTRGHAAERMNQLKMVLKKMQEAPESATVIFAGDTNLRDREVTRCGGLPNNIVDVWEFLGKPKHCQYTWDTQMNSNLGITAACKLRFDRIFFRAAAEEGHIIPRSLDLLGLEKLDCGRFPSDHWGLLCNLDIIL
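System: recombinant human TDP2 / Amount: 120 nM TDP2 per well / Also added: 5 mM T5PNP chromogenic substrate / Doses: 12.8 µM single point, 1% DMSO / Incubation: 2 h at 37 °C / Detection: p-Nitrophenol epi absorbance / Evaluation: % inhibition relative to enzyme-containing and enzyme-free wells / Repeats: singlicate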
PRMT1 inh: PRMT1 (human) inhibition, primary screen; Q99873; inhibition, % at 2.79 µM; AID 652257; 370,000 compounds, 1.3% hits; recombinant PRMT1, activity-based probe fluorescence polarization;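 active = inhibition above about 21% made by adding two undisclosed values, limit read from the data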
Target sequence (Q99873 whole entry, looked up): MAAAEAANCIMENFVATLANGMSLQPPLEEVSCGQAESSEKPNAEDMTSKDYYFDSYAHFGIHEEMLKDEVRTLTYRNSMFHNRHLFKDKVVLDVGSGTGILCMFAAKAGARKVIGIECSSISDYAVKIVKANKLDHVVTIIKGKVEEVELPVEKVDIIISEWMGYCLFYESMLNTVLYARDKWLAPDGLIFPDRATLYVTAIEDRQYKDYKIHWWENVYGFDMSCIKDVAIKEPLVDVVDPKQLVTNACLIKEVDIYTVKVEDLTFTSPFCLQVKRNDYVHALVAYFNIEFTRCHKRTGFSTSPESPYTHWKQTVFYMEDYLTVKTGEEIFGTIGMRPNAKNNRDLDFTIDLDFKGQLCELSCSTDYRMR
SIAE primary: blocks human sialic acid acetylesterase. 370,000 compounds, 0.69% hits. inhibition, % at 9.66 µM. Q9HAT2. SIAE FP-Rh probe binding, fluorescence polarization. AID 1053197;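 active = inhibition above a cutoff: mean of compounds within the control limits plus 3 SD of those, cut at about 17% in these data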;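 also: 0% = plate median of compound wells and 100% = probe without SIAE protein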
TCR CD3 inh: inhibitors of human TCR-CD3 interaction. TAMRA-labeled TCR probe fluorescence, biochemical. inhibition, % at 9.4 µM. 360,000 compounds, 0.37% hits. AID 651800; in the data active = inhibition above about 19%;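 also: recombinant mutant TCR 2C K166C tagged with TAMRA read by polarization; 0% = receptor in buffer alone and 100% = receptor with positive control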
HTRA1 inhibitor: HTRA1 (human) protease inhibition. Q92743. recombinant HTRA1, FP-rhodamine activity-based probe, fluorescence polarization. inhibition, % at 5.96 µM. 340,000 compounds, 0.5% hits. AID 504803; in the data active = inhibition above about 36%;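 also: 0% = enzyme with DMSO and 100% = wells lacking enzyme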
PG9 binder: binds the HIV-1 gp120 antibody PG9; TR-FRET gp120-PG9 antibody binding; inhibition, % at 6.7 µM; 360,000 compounds, 0.43% hits; AID 624416; in the data active = inhibition above about 8.5%
ABHD4 inh: ABHD4 (mouse) inhibition, primary FP screen; purified mABHD4, FP-Rh probe fluorescence polarization; Q8VD66; inhibition, % at 8.92 µM; 370,000 compounds, 0.54% hits; AID 720543;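 active = inhibition exceeding the mean over every tested compound plus 3 SD, cut at about 30% in these data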;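 also: 0% = plate median of compound wells and 100% = S159A mutant with DMSO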
Target sequence (Q8VD66 whole entry, looked up): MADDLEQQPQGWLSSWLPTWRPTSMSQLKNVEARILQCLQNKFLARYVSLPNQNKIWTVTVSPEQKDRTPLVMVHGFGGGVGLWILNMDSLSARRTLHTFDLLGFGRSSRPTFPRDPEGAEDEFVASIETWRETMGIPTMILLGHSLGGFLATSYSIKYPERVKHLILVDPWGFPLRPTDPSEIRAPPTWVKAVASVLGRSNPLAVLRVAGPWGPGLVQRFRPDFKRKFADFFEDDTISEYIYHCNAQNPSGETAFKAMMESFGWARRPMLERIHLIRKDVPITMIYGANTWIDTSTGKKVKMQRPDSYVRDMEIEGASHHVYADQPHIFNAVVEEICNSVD
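Test system: mouse ABHD4 enzyme, wild type. Reagent: FP-Rh fluorescent activity-based probe, added after compound pre-incubation. Timing: pre-incubation 45 min, probe exposure 60 min, at 25 °C. Technique: FP readout, ex 525 nm / em 598 nm. Benchmarks: high control S159A mutant with DMSO, low control median of compound wells.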
An asterisk follows results filed as active; · = not tested or not shown; & = joins results of further samples. A portion of the library (hit frequency here may not be typical).

SMILES	rCAG binder	LEDGF integ inh	Rev-erbA mod	TDP2 inh	PRMT1 inh	SIAE primary	TCR CD3 inh	HTRA1 inhibitor	PG9 binder	ABHD4 inh
CCOC(=O)c1ccc(/C=C2/C=C(c3ccccc3)N(c3ccc(Cl)c(C(=O)O)c3)C2=O)cc1	60.6*	6.1	-3.0	-7.9	2.3	-8.2	-2.0	-53.1	-0.6	-1.9
CS(=O)(=O)N(CC(=O)NCc1ccco1)c1cccc([N+](=O)[O-])c1	0.7	2.3	-2.7	-6.1	-1.2	3.3	3.8	-5.7	-2.5	1.7
CC1CC(C)CN(CC(=O)N2CCc3[nH]c4ccccc4c3C2)C1 (configuration not stated)	-7.1	2.3	-3.5	-1.5	1.8	-1.0	-0.8	-2.9	-1.4	1.9
COCCn1c(SCC(=O)Nc2cc(C)on2)nnc1C(C)C	-0.7	1.2	2.5	-5.6	-2.1	-8.0	4.8	4.8	-1.4	-2.5
COc1ccc2c(c1)NC1(O)c3ccccc3C(=O)C21O (configuration not stated)	2.6	0.2	-5.3	-14.3	-0.2	0.3	0.4	-4.2	-1.1	-3.9
Cc1ccccc1C(=O)O/N=C(\N)c1ccc([N+](=O)[O-])cc1	1.3	-4.4	-2.6	13.1	4.7	2.6	-0.8	8.9	-1.5	-2.9
COc1ccc(/C(=C/Nc2cccc(Br)c2)C(C)=O)cc1OC	-7.2	-5.1	-1.9	7.5	-0.1	10.0	-0.4	-9.2	-1.4	-1.6
COc1cc(OC)cc(-c2nnc(SCC(=O)Nc3ccc(C(=O)O)cc3)s2)c1	24.6	-1.2	6.2	-8.6	5.0	-5.8	-1.5	-0.8	-2.9	-9.9
CN1CCN(c2ncc3c(n2)CC(c2ccccc2F)CC3=O)CC1 (configuration not stated)	-4.1	9.8	-1.1	-12.4	-5.7	-0.9	1.5	8.6	-3.1	-5.8
COc1cccc(N(C(=O)c2ccn[nH]2)C2(C(=O)Nc3c(C)cccc3C)CCCCC2)c1	-4.8	4.3	4.8	2.7	4.4	9.3	1.7	-10.7	-0.6	-9.9
O=C1OC(c2ccccc2)=N/C1=C\C=C\c1ccco1	5.3	40.8*	4.6	7.2	26.2*	7.2	9.0	3.2	-5.1	20.6
Cc1c(Cl)cccc1Nc1nc(N)nc(CSCCO)n1	-2.8	-6.7	3.4	-3.0	-2.1	4.3	1.3	-3.5	-2.3	-1.6
Cc1ccc(CCNC(=O)C2CC(c3cccc(F)c3)=NO2)cc1 (configuration not stated)	-5.2	-4.8	6.8	-0.3	1.2	1.7	-0.3	-4.1	-2.4	-2.3
O=C(CN1CCOCC1)Nc1ccc(NC(=O)c2ccccc2F)cc1	0.2	-3.7	5.6	11.5	-0.2	3.0	1.0	0.3	-0.7	-1.4
Cc1nnc(NCc2ccco2)s1	1.8	1.0	0.4	1.1	-2.4	2.5	3.2	6.0	0.7	-2.5
N#C/C(=C/c1cn(-c2ccccc2)nc1-c1cccc(OCc2ccc(F)cc2)c1)C(=O)NCCCn1ccnc1	7.5	0.7	-1.9	2.4	-3.1	-19.4	-1.9	-78.3	-3.4	-32.1
COc1cc(C2c3cc4c(cc3OC(NNC(N)=S)C2C)OCO4)cc(OC)c1OC (configuration not stated)	1.3	7.6	6.8	-1.7	-2.6	6.6	3.5	3.5	0.0	3.9
CCOc1ccc(-c2nc(CSc3nncs3)cs2)cc1OC	-2.8	0.7	-0.5	-7.6	4.3	-3.1	-2.5	2.3	-1.1	-0.1
CC/C(=C\C(=O)c1ccncc1)Nc1ccc(Br)cc1	0.7	-0.6	0.8	5.8	-1.8	5.5	5.7	1.0	-0.1	-3.0
CCCCCCN1C[C@@H](O)[C@H](n2cc(-c3ccc(F)cc3)nn2)C[C@@H]1c1ccc(OC)cc1	4.7	1.0	-5.0	-1.1	-2.5	-4.1	-2.3	-12.2	1.4	-2.0
COC(=O)c1ccc(C(=O)N2CCCCCC2(C)C(=O)NC(C)C)cc1 (configuration not stated)	1.8	2.9	-0.7	6.5	-1.6	-3.9	9.6	·	0.5	-1.3
O=C(Nc1ccc(Cc2ccncc2)cc1)c1ccc(Cl)c([N+](=O)[O-])c1	0.5	5.4	2.3	11.1	-2.7	0.2	-9.4	-18.4	-1.2	-1.9
CCc1cccc(NC(=O)C2CCN(c3ncnc4sc(C)c(C)c34)CC2)c1	6.9	-2.4	3.9	-13.4	0.6	-14.5	4.6	-70.4	1.4	-16.3
CS(=O)(=O)Nc1ccc(C2=NN(C(=O)CCCC(=O)O)C(c3cccs3)C2)cc1 (configuration not stated)	6.8	10.1	0.0	-13.2	-3.0	2.6	-3.2	5.2	-1.7	-8.4
CCOC(=O)N1CCN(C(=O)C2CCCN(S(=O)(=O)c3ccc(OCC)cc3)C2)CC1 (configuration not stated)	-6.1	-1.2	6.5	-7.1	5.6	0.5	-9.4	1.0	0.8	-5.0

3 entries already listed, ordered by length of the SMILES, descending.
SMILES	rCAG binder	LEDGF integ inh	Rev-erbA mod	TDP2 inh	PRMT1 inh	SIAE primary	TCR CD3 inh	HTRA1 inhibitor	PG9 binder	ABHD4 inh
COC(=O)c1ccc(C(=O)N2CCCCCC2(C)C(=O)NC(C)C)cc1 (configuration not stated)	1.8	2.9	-0.7	6.5	-1.6	-3.9	9.6	·	0.5	-1.3
COCCn1c(SCC(=O)Nc2cc(C)on2)nnc1C(C)C	-0.7	1.2	2.5	-5.6	-2.1	-8.0	4.8	4.8	-1.4	-2.5
Cc1nnc(NCc2ccco2)s1	1.8	1.0	0.4	1.1	-2.4	2.5	3.2	6.0	0.7	-2.5

Returning to the listing, starting three compounds before the break.
SMILES	rCAG binder	LEDGF integ inh	Rev-erbA mod	TDP2 inh	PRMT1 inh	SIAE primary	TCR CD3 inh	HTRA1 inhibitor	PG9 binder	ABHD4 inh
CCc1cccc(NC(=O)C2CCN(c3ncnc4sc(C)c(C)c34)CC2)c1	6.9	-2.4	3.9	-13.4	0.6	-14.5	4.6	-70.4	1.4	-16.3
CS(=O)(=O)Nc1ccc(C2=NN(C(=O)CCCC(=O)O)C(c3cccs3)C2)cc1 (configuration not stated)	6.8	10.1	0.0	-13.2	-3.0	2.6	-3.2	5.2	-1.7	-8.4
CCOC(=O)N1CCN(C(=O)C2CCCN(S(=O)(=O)c3ccc(OCC)cc3)C2)CC1 (configuration not stated)	-6.1	-1.2	6.5	-7.1	5.6	0.5	-9.4	1.0	0.8	-5.0
Cc1ccc(NCN2C(=O)C(=O)c3ccccc32)nc1	0.3	2.9	-3.1	2.4	-2.5	14.9	-6.0	-0.6	2.4	10.3
Nc1ncc2c(n1)CC(c1ccco1)CC2=O (configuration not stated)	6.8	12.3	-16.0	-10.2	27.8*	15.7	-5.1	9.0	-1.1	12.4
CCOC(=O)C1CCCCN1C(=O)c1ccc2nc(Cc3ccc(OC)cc3)oc2c1 (configuration not stated)	-4.2	-0.1	1.8	-7.0	5.8	-0.2	-2.6	-4.8	0.8	14.8
Cc1cc(=O)cc(C)n1-c1ccccc1N1CCOCC1	0.6	2.1	3.4	9.7	2.6	1.1	6.5	1.0	-0.3	8.0
O=c1[nH]c(NCc2ccco2)nnc1Cc1ccccc1Cl	5.6	1.8	1.6	-2.9	0.4	1.0	1.9	-0.4	-0.7	-3.5
CCn1c(CNC(=O)c2cccs2)nnc1SCC(=O)Nc1ccc(Cl)cc1	1.0	-2.9	-2.8	-3.0	3.1	-5.3	1.9	-1.2	-0.2	4.4
COC(=O)c1ccc(NCc2cc(O)ccc2O)cc1O	3.4	-0.4	3.4	4.1	23.1*	6.0	1.3	5.9	-1.5	23.0
CN(C)C(=O)c1ccc(NC(=O)c2cccnc2)cc1	0.3	0.5	9.0	-3.6	-2.6	-8.1	-2.1	5.1	-1.1	4.0
COC(=O)CSC(=S)N1CCCC(C)C1 (configuration not stated)	-3.4	-0.7	1.2	-3.8	-2.5	-1.3	-0.4	5.1	-2.2	-4.6
CN1C(=O)/C(=C2/C=Cc3ccccc3N2CCCS(=O)(=O)O)SC1=S	14.2	1.8	13.6	6.5	1.9	1.6	2.0	4.2	-14.1	-2.4
Cc1ccc(-n2nc3c(=O)n(CC(=O)NCCC4=CCCCC4)nc(C)c3c2C)cc1	-2.8	-1.0	1.8	18.1	-1.8	0.0	6.7	1.1	-2.4	-3.4
CCn1nnc(NC(=O)C(c2ccccc2)c2ccccc2)n1	1.6	-1.8	-4.5	-3.1	-5.4	3.2	5.2	-2.4	-1.2	-0.7
O=C(Nc1ncn[nH]1)c1cc(S(=O)(=O)Nc2ccc(Cl)cc2)ccc1Cl	9.5	3.2	-6.4	-11.3	0.8	-2.9	1.6	-4.0	-1.1	3.5
COC(=O)c1c(NC(=O)CN2CCN(Cc3ccc4c(c3)OCO4)CC2)sc(C)c1C	-2.5	-1.1	1.0	-2.5	0.2	-3.1	-2.6	-15.4	-0.1	1.8
O=C(NNc1ncnc2c1cnn2-c1ccccc1)c1ccco1	-1.2	-5.4	-3.4	6.6	-2.3	3.4	-5.2	-0.7	-0.3	10.8
CSc1cccc(NC(=O)C2CCN(S(=O)(=O)c3cnc[nH]3)CC2)c1	4.2	6.9	1.6	-2.6	0.1	-0.3	0.7	-3.7	0.9	2.6
CN1Cc2c(N3CCOCC3)nc(SCCC#N)c(C#N)c2CC1(C)C	-5.9	0.9	4.0	2.4	3.1	7.1	-3.2	-0.5	1.3	3.5
COc1ccc(C(=O)NCc2ccccc2CN2CCCC2)cc1S(=O)(=O)Nc1ccc(C)cc1	5.8	2.9	5.5	7.3	-3.8	-2.8	2.8	-11.3	-0.1	-3.3
Cc1ccc(OCC(=O)NCCCNC(=O)c2ccc(C)nc2)cc1	-6.0	-5.7	2.4	-3.4	7.2	-2.8	-5.5	11.3	-0.7	3.5
CC(C)[C@H](NC(=O)N1c2ccccc2NC(=O)[C@@H]1C(C)C)C(=O)N[C@@H](Cc1c[nH]c2ccccc12)C(=O)O	10.8	-1.4	-5.6	2.3	-0.6	3.9	-0.4	-1.1	-0.1	-2.5
Cc1ccccc1S(=O)(=O)Nc1nc2ccccc2nc1N1CCOCC1	14.0	-4.0	1.1	1.2	-1.5	1.0	1.0	-7.7	-3.6	2.2
CCOC(=O)Cc1csc(NC(=O)c2cc(C)on2)n1	1.2	-0.9	4.4	-10.6	0.1	2.4	6.5	0.3	-0.9	7.5
CCCCN(CCCC)C(=O)C[n+]1cccc(/C=N/O)c1	-3.8	0.2	-2.2	-1.5	-1.0	2.9	7.0	-1.5	0.2	0.0
CC(C)CC(=O)N[C@H](C(=O)N[C@H](C(=O)N[C@@H](CC(C)C)[C@@H](O)CC(=O)N[C@@H](C)C(=O)N[C@@H](CC(C)C)[C@@H](O)CC(=O)O)C(C)C)C(C)C	2.2&6.3	-2.5&2.8	-2.3&3.2	1.9&1.2	2.9&-1.9	-5.0&4.4	4.0&-5.8	4.7	0.2&0.0	4.3&8.6
COc1ccc(C(C)=O)cc1CSc1nnc(-c2ccncc2)n1C	-0.3	7.9	3.4	-16.4	-4.3	2.6	-3.5	2.0	-0.1	-3.2

Assay outcomes deposited in PubChem by several laboratories.
